# HT1080NT lethal: qHTS for induction of synthetic lethality in tumor cells producing 2HG: qHTS for the HT-1080-NT fibrosarcoma cell line. HT-1080-NT fibrosarcoma viability, CellTiter-Glo ATP luminescence, 48 h. Potency, µM (doses to about 46.1 µM), without a hit: at the top dose activity, negative = less viability, hits mostly cytotoxic. hit rate 1.6% among 360,000;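 also: NT is the 2HG producing partner of a matched IDH1 knockdown line; potency is read from the fitted curve at half-maximal effect; 0% = DMSO-treated cells and -100% = media-only wells without cells; nearly all actives have a fitted effect of over 55% in size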
#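 Read-out is CellTiter-Glo luminescence after 10 minutes at room temperature, following 48 hours' compound treatment of HT-1080-NT cells (750 cells/well, RPMI, 5% FBS, 37 degrees C).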
# MCF10A rereplic: A quantitative high throughput screen for small molecules that induce DNA re-replication in MCF 10a normal breast cells. MCF 10A DNA re-replication, Hoechst nuclear intensity, 48 h. Potency, µM (top dose mostly 46.1 µM), for inactives: top-dose activity, positive = re-replication, most hits filed as activators. hit rate 2.9% among 350,000; also: potency is read from the fitted curve at half-maximal effect; % of control where 0% means no effect; nearly all actives have a fitted effect of over 50% in size
# SW480 rerep: A quantitative high throughput screen for small molecules that induce DNA re-replication in SW480 colon adenocarcinoma cells | Potency, µM (series often up to 46.1 µM), for inactives: at the highest dose re-replication activation, usual class: activators | SW480 DNA re-replication, Hoechst DNA content imaging, 48 h | hit rate 1.8% among 340,000; also: potency is read from the fitted curve at half-maximal effect; % of control where 0% means no effect; nearly all actives have a fitted effect of over 55% in size
#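 DNA re-replication was detected as more nuclei of elevated Hoechst intensity after 48 hr exposure to compound (23 nL pinned per well of 250 cells).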
# KB-V1 MDR tox: qHTS assay for MDR1-selective chemotherapeutics: Primary screen using the drug-selected MDR subline cells KB-V1. KB-V1 MDR cells viability, CellTiter-Glo, 72 h. hit rate 3.4% among 400,000. Potency, µM (top dose mostly 46.1 µM), inactives show top-dose activity change, negative = cytotoxicity, actives largely listed as cytotoxic; also: potency is read from the fitted curve at half-maximal effect; % is scaled to controls: 0 for no effect and ±100 for the full control effect; nearly all actives have a fitted effect of over 60% in size
#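 KB-V1, DMEM (no phenol red) + 10% FBS; cpd pin-transferred, titration series; 72 h, 37 degrees C; CellTiter-Glo, luminescence. Data normalized, curve-fit.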
# KB-3-1 tox: qHTS assay for MDR1-selective chemotherapeutics: Primary screen using the parental adenocarcinoma cell KB-3-1 | AID 1347075, 2019 | Potency, µM (top dose mostly 46.1 µM), without a hit: top-dose activity change, negative = cytotoxic, most hits filed as cytotoxic | hit rate 1.4% among 400,000 | KB-3-1 viability, CellTiter-Glo ATP luminescence, 72 h; also: potency is read from the fitted curve at half-maximal effect; % is scaled to controls: 0 for no effect and ±100 for the full control effect; nearly all actives have a fitted effect of over 60% in size
#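 Cytotoxicity in the drug-sensitive parental line KB-3-1 was scored as loss of CellTiter-Glo luminescence following 72 h incubation with compound. Values come from curve fitting of normalized concentration-response data.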
# HT1080 IDH1KD tx: qHTS for induction of synthetic lethality in tumor cells producing 2HG: qHTS for the HT-1080-IDH1KD cell line; HT-1080 IDH1 knockdown viability, ATP luminescence, 48 h; Potency, µM (titrated, usually from 46.1 µM), for inactives: at the highest dose activity, negative = toxicity, hits mostly cytotoxic; hit rate 2% among 360,000; AID 686971, 2013;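 also: potency is read from the fitted curve at half-maximal effect; 0% = DMSO wells and -100% = cell-free medium wells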
#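 Cytotoxicity counter-line: IDH1KD HT-1080, 48 h, CellTiter-Glo. Curves classed by r2, magnitude and activity.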
# ATXN2 expr inh: Primary qHTS for Inhibitors of ATXN expression; AID 1745845, 2022; HEK-293 ATXN2-luciferase reporter, luminescence, 24 h; Potency, µM (series often up to 57 µM), for inactives: at the top dose activity change, negative = inhibition, hits mostly inhibitors; hit rate 0.72% among 360,000; also: potency is read from the fitted curve at half-maximal effect; % is scaled to controls: 0 for no effect and ±100 for the full control effect; nearly all actives have a fitted effect of over 55% in size
#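 ATXN2-luciferase reporter cells (luciferase flanked by upstream and downstream ATXN2 gene portions) were treated 24 h at 37 °C with compounds at up to 57 uM. SteadyGlo luminescence gave expression; GF-AFC fluorescence gave viability.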
# WRN helicase inh: qHTS for Inhibitors of WRN Helicase; AID 651768, 2012; Bifunctional 3'-5' exonuclease/ATP-dependent helicase WRN (Homo sapiens), Q14191; WRN helicase unwinding, fluorescent forked duplex, kinetic; Potency, µM (series often up to 114 µM), without a hit: at the top dose activity change, negative = inhibition, actives largely listed as inhibitors; hit rate 0.46% among 360,000; also: potency is read from the fitted curve at half-maximal effect; % is scaled to controls: 0 for no effect and ±100 for the full control effect; nearly all actives have a fitted effect of over 55% in size
# Target sequence (Q14191 whole entry, looked up): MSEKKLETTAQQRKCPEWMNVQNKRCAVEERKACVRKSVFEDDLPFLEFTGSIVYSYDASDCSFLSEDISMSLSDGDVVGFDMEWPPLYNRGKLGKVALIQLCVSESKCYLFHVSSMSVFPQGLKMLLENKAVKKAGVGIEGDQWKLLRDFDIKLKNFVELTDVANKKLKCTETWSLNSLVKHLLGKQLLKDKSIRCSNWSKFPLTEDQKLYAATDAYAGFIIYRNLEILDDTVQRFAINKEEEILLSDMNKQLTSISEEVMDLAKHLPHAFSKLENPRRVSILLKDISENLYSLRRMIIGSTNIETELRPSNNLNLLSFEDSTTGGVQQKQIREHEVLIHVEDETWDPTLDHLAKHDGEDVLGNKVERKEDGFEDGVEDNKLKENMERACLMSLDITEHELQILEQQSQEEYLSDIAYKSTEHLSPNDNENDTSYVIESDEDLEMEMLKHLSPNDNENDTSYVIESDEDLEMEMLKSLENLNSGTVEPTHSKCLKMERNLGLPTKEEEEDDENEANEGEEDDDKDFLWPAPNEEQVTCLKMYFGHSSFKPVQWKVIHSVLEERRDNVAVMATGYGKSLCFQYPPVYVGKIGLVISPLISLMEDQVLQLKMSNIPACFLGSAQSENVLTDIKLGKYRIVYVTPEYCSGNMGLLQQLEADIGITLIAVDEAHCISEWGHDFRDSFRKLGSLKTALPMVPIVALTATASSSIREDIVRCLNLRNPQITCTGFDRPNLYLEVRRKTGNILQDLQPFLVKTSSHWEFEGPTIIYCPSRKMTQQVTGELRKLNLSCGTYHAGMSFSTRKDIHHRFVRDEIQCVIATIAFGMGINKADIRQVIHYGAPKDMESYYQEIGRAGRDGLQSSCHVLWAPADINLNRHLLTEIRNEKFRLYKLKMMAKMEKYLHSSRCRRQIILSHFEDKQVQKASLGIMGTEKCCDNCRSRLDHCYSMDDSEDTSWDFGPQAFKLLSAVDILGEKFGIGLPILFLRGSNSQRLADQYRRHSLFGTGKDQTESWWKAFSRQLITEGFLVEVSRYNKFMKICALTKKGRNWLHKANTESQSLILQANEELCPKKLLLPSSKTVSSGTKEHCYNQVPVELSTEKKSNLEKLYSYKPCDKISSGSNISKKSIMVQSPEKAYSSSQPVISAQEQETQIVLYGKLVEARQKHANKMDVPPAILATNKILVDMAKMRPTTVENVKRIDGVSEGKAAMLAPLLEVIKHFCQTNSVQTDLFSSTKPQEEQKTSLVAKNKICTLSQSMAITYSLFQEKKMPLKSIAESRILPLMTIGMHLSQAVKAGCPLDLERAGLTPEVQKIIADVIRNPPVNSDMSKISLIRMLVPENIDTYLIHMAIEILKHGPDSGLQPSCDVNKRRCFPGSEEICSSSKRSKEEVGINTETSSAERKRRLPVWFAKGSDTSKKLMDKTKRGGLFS
#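 WRN at 20 nM final was preincubated with compound for 15 min at room temperature; reaction started with 100 nM forked duplex oligonucleotide carrying fluorophore and quencher plus 2 mM ATP (final). Unwinding followed kinetically by red fluorescence (ex 525/em 598 nm).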
# IL1B secr inh: qHTS for Inhibitors of Inflammasome Signaling: IL-1-beta AlphaLISA Primary Screen; THP-1 LPS/ATP IL-1B secretion, AlphaLISA, 16 h; hits give low values; activity change, % at 57.5 µM; hit rate 4.7% among 360,000; AID 743279, 2014; in the data active = activity change below about -50%; inconclusive = mostly about -30% to -49%; also: % is scaled to controls: 0 for no effect and ±100 for the full control effect
#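 THP-1 cells pretreated 1 hr with compounds (up to 57.5 uM final), then stimulated with LPS (250 ng/mL final) plus ATP (1.25 mM final); secreted IL-1B measured by AlphaLISA after 16 hr, decreased signal indicating inhibition.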
# * hit, by the source's call; ? = inconclusive; / = no result given; [ ] = another dose, or the depositor's remark. Unless noted, calls follow the shape of the dose curve; as a rule, active = well fitted curve in the direction sought with a large enough effect; inconclusive = small, poorly fitted or top-dose-only effect, or another doubt; inactive = no such curve, though single readings can be large; an effect the other way counts as inactive or inconclusive. Hits appear at their usual frequency. About 12% of those tested had a hit in this group.
# Results follow in this order: HT1080NT lethal | MCF10A rereplic | SW480 rerep | KB-V1 MDR tox | KB-3-1 tox | HT1080 IDH1KD tx | ATXN2 expr inh | WRN helicase inh | IL1B secr inh
> CC(=O)c1cccc(NS(=O)(=O)c2ccc(N/C=C\C(=O)c3ccc(F)cc3)cc2)c1
  -26% | ? | 17% | -24% | ? | -24% | ? | -16% | ?
> C/C(=C\C(=O)c1ccccc1)Nc1ccc(Cl)c(Br)c1
  9% | 2% | 7% | -15% | -11% | 0% | -19% | -6% | 13
> COc1ccc(/C=C/C=C2\NC(=S)NC2=O)cc1
  -29% | 9% | 5% | ? | ? | ? | -2% | -2% | 0
> C/C(=N\NC(=O)c1c(Cl)c(C)nn1C)c1cccc(NC(=O)COc2ccccc2)c1
  -11% | 13% | -1%[9.22 µM] | -6% | -4% | -3% | -12% | -1% | 0
> COc1ccccc1NC(=O)c1ccc(-n2cccn2)nc1
  14% | -3% | -13% | ? | ? | 8% | 7% | 8% | 13
> CCCCN1C(=O)C(NC(=O)c2cccnc2)(C(F)(F)F)C2=C1CC(C)(C)CC2=O (configuration not stated)
  4% | 159%[0.0737 µM] | 0% | 12% | 3% | 6% | 4% | 3% | 18
> Cc1cccc(OCC(=O)O/N=C(\N)c2ccccn2)c1
  4% | 22% | -14% | 6% | 14% | 7% | 57%[activator] | 2% | -13
> N#Cc1ccsc1NC(=O)CSc1nnc(NC2CC2)s1
  0% | / | / | -1% | -13% | 5% | / | -9% | 30
> Cc1cc(=O)oc2cc(OCC(=O)N3CCc4ccccc4C3)ccc12
  18% | -10% | -2% | 1% | 20% | 14% | 7% | -3% | -10
> CCOc1ccccc1NC(=O)C1CCCN(c2c(CC)c(C)nc3ncnn23)C1 (configuration not stated)
  -12% | 25% | -7% | 1% | -6% | -18% | -20% | 5% | -16
> OCC[n+]1ccc(/C=C/c2c[nH]c3ccccc23)cc1
  -2% | ? | 22% | 0% | ? | -9% | -6% | -15% | 26
> C(=Nc1cccc2c(N=Cc3ccco3)cccc12)c1ccco1
  1% | 6% | -8% | 14% | 0% | 4% | / | -3% | 9
> CN(C)c1ccc(P(=O)(OCc2ccccc2)C(O)c2cccnc2)cc1 (configuration not stated)
  19% | 4% | -13% | ? | -2% | 6% | 8% | 9% | 8
> Cc1ccccc1CN1CCN(C(=O)c2cccc(F)c2)CC1
  16% | 0% | -14%[9.22 µM] | -6% | 0% | 22% | 3% | 5% | -20
> Cc1ccc(C)c(S(=O)(=O)N2CCCOC2CNC(=O)C(=O)NCc2ccco2)c1 (configuration not stated)
  -9% | -1% | 8% | 23µM* | ? | -9% | -10% | 9% | 0
> CCCCn1c(=NC(=O)c2ccc3c(c2)OCO3)c(C#N)cc2c(=O)n3cccc(C)c3nc21
  4% | ? | ? | ? | ? | 4%[9.24 µM] | 3% | -23% | 0
> O=C(CSc1ncnc2c1cnn2-c1cccc(Cl)c1)NCC1CCCO1 (configuration not stated)
  9% | 2% | 3% | / | / | 21% | -2% | -9% | -17
> COc1ccc(C)cc1NC(=O)N1CCCc2ccccc21
  -2% | 13% | 14% | -9% | -6% | 17% | 14% | -3% | -9
> CCO[C@H]1OC(C(=O)N2CCN(Cc3ccc4c(c3)OCO4)CC2)=C[C@@H](C(C)(C)C)[C@@H]1CCCO
  -1% | ? | -24% | 3% | -2% | -5% | -21% | -1% | ?
> O=C(CCS(=O)(=O)c1cc(Br)cc2c1N(C(=O)C1CC1)CC2)NCC1CCCO1 (configuration not stated)
  5% | -2% | 0% | ? | -7% | 8% | -12% | -8% | 15
> O=C1Nc2ccc(Br)cc2C1(O)Cc1ccncc1 (configuration not stated)
  8% | 2% | -4% | 0% | 4% | 9% | 2% | 0% | 16
> COc1ccccc1N1CC(C(=O)OCC(=O)Nc2c(C)cccc2C)CC1=O (configuration not stated)
  14% | 0% | -4% | ? | 4% | 11% | 15% | -4% | 6
> CCCCn1c(SCC(=O)c2ccc(OC)cc2OC)nc2cc(S(N)(=O)=O)ccc21
  -6% | 4% | -4% | 18µM* | 3% | -3% | 3% | ? | 13
> Cc1ccc(CCN2CC(C(=O)NCCCOC(C)C)CC2=O)cc1 (configuration not stated)
  19% | 17% | -16% | -27% | 11% | -2% | 7% | 3% | 2
> CN(c1ccccc1C(=O)Nc1ccc(CC#N)cc1)S(=O)(=O)c1ccccc1
  0% | -13% | 0%[9.22 µM] | 14% | 18% | -28% | 13% | -13% | 4
> C[C@H](CO)N1C[C@H](C)[C@@H](CN(C)Cc2ccncc2)Oc2ccc(NC(=O)CCCCCC(=O)Nc3ccccc3N)cc2C1=O
  22% | 3% | 0% | 3% | 2% | 15% | -7% | -5% | 1
> Oc1ccc(Cl)cc1CNc1cccc2cccnc12
  -22% | ? | -1% | -5% | 1% | -12% | / | 6% | -12
> CCOP(=O)(c1ccc(N(C)C)cc1)C(O)c1ccncc1 (configuration not stated)
  2% | -3% | -16% | 23% | 0% | 1% | / | 1% | -5
> COc1ccc(S(=O)(=O)N2CCCC(C(=O)N3CCCCCC3)C2)cc1 (configuration not stated)
  9% | -1% | 5% | -20% | -9% | 10% | -6% | 8% | 5
> COc1ccc(C(=O)NCC(c2ccco2)N2CCCC2)cc1S(=O)(=O)N1CCCCC1C (configuration not stated)
  -3% | 8% | -30% | 11% | -1% | -4% | 2% | 2% | 38

# Two entries picked at random from the list so far:
# Results follow in this order: HT1080NT lethal | MCF10A rereplic | SW480 rerep | KB-V1 MDR tox | KB-3-1 tox | HT1080 IDH1KD tx | ATXN2 expr inh | WRN helicase inh | IL1B secr inh
> OCC[n+]1ccc(/C=C/c2c[nH]c3ccccc23)cc1
  -2% | ? | 22% | 0% | ? | -9% | -6% | -15% | 26
> CN(C)c1ccc(P(=O)(OCc2ccccc2)C(O)c2cccnc2)cc1 (configuration not stated)
  19% | 4% | -13% | ? | -2% | 6% | 8% | 9% | 8

# The listing picks up with the two entries that preceded the break.
# Codes – A = HT1080NT lethal; B = MCF10A rereplic; C = SW480 rerep; D = KB-V1 MDR tox; E = KB-3-1 tox; F = HT1080 IDH1KD tx; G = ATXN2 expr inh; H = WRN helicase inh; I = IL1B secr inh
COc1ccc(S(=O)(=O)N2CCCC(C(=O)N3CCCCCC3)C2)cc1 (configuration not stated)
  A: 9%	B: -1%	C: 5%	D: -20%	E: -9%	F: 10%	G: -6%	H: 8%	I: 5
COc1ccc(C(=O)NCC(c2ccco2)N2CCCC2)cc1S(=O)(=O)N1CCCCC1C (configuration not stated)
  A: -3%	B: 8%	C: -30%	D: 11%	E: -1%	F: -4%	G: 2%	H: 2%	I: 38
Cc1ccc([N+](=O)[O-])cc1NC(=O)c1ccoc1C
  A: 5%	B: 0%	C: -2%	D: -7%	E: -5%	F: -1%	G: 12%	H: -6%	I: ?
Cc1ccc(S(=O)(=O)Nc2ccccc2N(C)S(=O)(=O)c2ccc(C)cc2)cc1
  A: -1%	B: -8%	C: 0%[9.22 µM]	D: 11%	E: ?	F: -11%	G: -11%	H: -4%	I: 15
CC(=O)NC1(C(F)(F)F)C(=O)Nc2c1c(=O)[nH]c(=O)n2-c1ccccc1 (configuration not stated)
  A: 1%	B: 2%	C: -7%	D: 0%	E: 9%	F: 8%	G: 10%	H: -4%	I: 35
CCc1cc(Cn2nc(-c3ccccc3)cc2C(=O)NCc2cccc(Br)c2)on1
  A: -5%	B: ?	C: 13%	D: 23µM*	E: ?	F: -12%	G: -22%	H: -2%	I: -53*
O=C(c1ccccc1)C1N=NCC1c1ccc(Cl)cc1 (configuration not stated)
  A: 4%	B: ?	C: 0%	D: 1%	E: -6%	F: 2%	G: -14%	H: -3%	I: -27
COc1ccc(CCN(Cc2cc3cc(C)cc(C)c3nc2Cl)C(=O)C2CC2)cc1
  A: ?	B: 3%	C: ?	D: ?	E: ?	F: ?	G: -18%	H: -27%	I: -69*
Cc1ccccc1NC(=O)Nc1cnccn1
  A: ?	B: 1%	C: -2%	D: ?	E: ?	F: 12%	G: 4%	H: -4%	I: ?
CN1C(=S)SC(/[N+]([O-])=C\c2cccs2)C1(C)C (configuration not stated)
  A: 2%	B: 4%	C: -11%	D: 20%	E: 1%	F: 3%	G: 0%	H: 2%	I: 0
CC1CC(C)CN(CC(O)COCCOc2ccc(Br)cc2)C1 (configuration not stated)
  A: -19%	B: 3%	C: /	D: ?	E: 2%	F: -9%	G: -14%	H: -16%	I: -15
COc1cccc(NC(=O)CNC(=O)c2cccs2)c1
  A: 8%	B: -11%	C: 4%	D: 9%	E: 12%	F: 4%	G: 12%	H: -4%	I: 12

# Whole records, looked up by structure.
# O=C(c1ccccc1)C1N=NCC1c1ccc(Cl)cc1 (configuration not stated) as listed: HT1080NT lethal: 4%; MCF10A rereplic: ?; SW480 rerep: 0%; KB-V1 MDR tox: 1%; KB-3-1 tox: -6%; HT1080 IDH1KD tx: 2%; ATXN2 expr inh: -14%; WRN helicase inh: -3%; IL1B secr inh: -27
# COc1cccc(NC(=O)CNC(=O)c2cccs2)c1 as listed: HT1080NT lethal: 8%; MCF10A rereplic: -11%; SW480 rerep: 4%; KB-V1 MDR tox: 9%; KB-3-1 tox: 12%; HT1080 IDH1KD tx: 4%; ATXN2 expr inh: 12%; WRN helicase inh: -4%; IL1B secr inh: 12

# Compound activity: PubChem BioAssay, National Center for Advancing Translational Sciences (NCATS)
